# PV pol inh – poliovirus RNA polymerase inhibition | P03300 | poliovirus polymerase elongation, fluorescence polarization; hits give low values | % elongation, % (compound at 16.7 µg/mL) | 150,000 compounds, 0.66% hits | AID 588519; in the data active = % elongation below about 90%; also: some results filed as inactive read as strong as hits
# Target sequence (P03300 1749-2209 limits assumed): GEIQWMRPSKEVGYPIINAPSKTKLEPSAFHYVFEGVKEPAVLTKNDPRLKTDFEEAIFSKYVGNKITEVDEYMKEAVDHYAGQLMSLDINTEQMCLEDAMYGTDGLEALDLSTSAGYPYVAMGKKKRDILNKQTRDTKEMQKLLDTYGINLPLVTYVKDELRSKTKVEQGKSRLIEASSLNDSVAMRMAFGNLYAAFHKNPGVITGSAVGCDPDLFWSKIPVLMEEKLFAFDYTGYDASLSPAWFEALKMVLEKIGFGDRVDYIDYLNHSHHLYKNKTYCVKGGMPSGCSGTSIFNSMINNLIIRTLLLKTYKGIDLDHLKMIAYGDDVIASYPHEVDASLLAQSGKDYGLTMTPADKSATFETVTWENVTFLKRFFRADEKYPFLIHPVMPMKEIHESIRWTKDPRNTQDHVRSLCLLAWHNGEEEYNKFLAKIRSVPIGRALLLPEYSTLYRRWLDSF
# PV pol inh FP z-score – second read-out of PV pol inh, no call of its own (marks repeat the call); z-score; measured here: FP z-score; hits read low
# Active calls of the source: *; & = joins results of further samples.
SMILES,PV pol inh,PV pol inh FP z-score
Cc1ccc(C(C(=O)Nc2c(C)n(C)n(-c3ccccc3)c2=O)N(Cc2ccco2)C(=O)Cc2c[nH]c3ccccc23)cc1 (stereo unspecified),101.0,0.3
CN(C)c1ccc(C2N=C(c3ccccc3)NO2)cc1 (stereo unspecified),103.0,1.1
CCOc1ccccc1Nc1nnc(SCC(=O)NC(C)(C#N)C2CC2)s1 (stereo unspecified),99.0,-0.5
Cc1ccc(-n2c3c(c(=O)[nH]c2=O)C(NS(=O)(=O)c2ccc(C)cc2)(C(F)(F)F)C(=O)N3)cc1 (stereo unspecified),104.0,0
O=C1N/C(=N/N=C/c2ccco2)SC1Cc1ccc(SC(F)F)cc1 (stereo unspecified),102.0,0.2
Cc1ccc(S(=O)(=O)NC(=NCc2ccc(Cl)cc2)Nc2nc(C)cc(C)n2)cc1,103.0,0.3
CCOC(=O)C1CCCN(C(=O)Cn2ncc3c(C)n(Cc4ccccc4F)c(C)c3c2=O)C1 (stereo unspecified),106.0,0
CCCOc1ccccc1Cn1c(=O)sc2ccccc21,106.0,0.2
CCNCc1cccc(F)c1,102.0,0.1
CC(=O)Nc1sc2c(c1SC#N)CCCC2,103.0,0.4
COc1ccc(CNS(=O)(=O)c2ccc3c(c2)N(C)CCO3)cc1,103.0,0.8
Cc1cc(C)cc(NC(=O)c2cc(S(=O)(=O)N3CCOCC3)cn2C)c1,112.0,1.1
O=C(CCc1nnc2ccc(N3CCCC3)nn12)NCc1ccccn1,98.0,-1.2
CNC(=O)Cn1cc(S(=O)(=O)Cc2ccccc2F)c2ccccc21,107.0,0.2
Cc1ccc(-c2nc3scc(CCNS(=O)(=O)c4c(C)noc4C)n3n2)cc1,103.0,-1
c1ccc2c(CNC3CCCCC3)c[nH]c2c1,99.0,-0.9
O=C(Cn1cnc2nc3c(cc2c1=O)CCCC3)NCCC1=CCCCC1,103.0,1.4
C=CCC1c2cccc(C(=O)O)c2C(=O)N1c1ccc(F)cc1 (stereo unspecified),104.0,0.7
O=C(NCCCc1ccccc1)NC1CC(=O)N(c2ccc(F)cc2)C1 (stereo unspecified),96.0,-1.7
COC(=O)c1sc2nc(C)[nH]c(=S)c2c1C,108.0,0.7
Cc1cc(C(=O)COC(=O)C2CC2)c(C)n1CC(F)(F)F,103.0,0.2
Cc1oc(C)c2c(=O)cc(-c3ccc4c(c3)OCO4)cc(OC(=O)c3ccc(Cl)cc3)c12,104.0,-0.6
CCn1cnc2cc(NCc3ccccc3OC)ccc21,104.0,0.5
NC1=C(C(=O)NCc2ccco2)C(=Nc2ccccc2)SC1C(=O)Nc1ccc(Oc2ccccc2)cc1 (stereo unspecified),103.0,0.2
CNC1CCCc2c1n(C)c1ccc(Cl)cc21 (stereo unspecified),100.0,-0.3
CCCCS(=O)(=O)c1oc(-c2ccc(F)cc2)nc1S(=O)(=O)c1ccc(C)cc1,109.0,0.3
Cc1ccc(C)c(N2CCN(C(=O)CSCc3ccccc3Cl)CC2)c1,102.0,-2.2
Cc1ccsc1CN(C(=O)COc1ccccc1Cl)C1CCS(=O)(=O)C1 (stereo unspecified),119.0,0.3
CC1(C)CC(=O)C=C(N2CCN(S(=O)(=O)/C=C/c3ccccc3)CC2)C1,103.0,0.1
C=CCn1cnc2ccc(Br)cc2c1=O,108.0,0.6
COCCN1CCc2nc(SCC(=O)Nc3ccc(C)c(Cl)c3)[nH]c(=O)c2C1,114.0,0.4
COc1ccc(C2CC(=O)c3cc(-c4nc(-c5cccc(Cl)c5)cs4)c(=O)[nH]c3C2)cc1 (stereo unspecified),112.0,1.7
COc1cccc(CNC(=O)CN2C(=O)N(c3cc(C)ccc3C)S(=O)(=O)c3ccccc32)c1OC,106.0,-0.2
CCOc1cccc2c1Oc1nc(-c3ccccc3)nc(SCC(=O)Nc3ccc(F)cc3)c1C2,104.0,0
COc1ccc(NC(=O)Cc2csc(C)n2)cc1,107.0,0.3
Cn1c(NCCCCO)nc2c1c(=O)n(Cc1ccc(Cl)cc1)c(=O)n2C,104.0,0
CCC(CO)NCc1ccc(-c2ccc(F)c(Cl)c2)o1 (stereo unspecified),99.0,-0.7
CN1CCC(NC(=O)Cc2c(F)cccc2Cl)CC1,101.0,0.2
Cc1ccc(C(N)=S)c(C)c1,104.0,0.2
COCCNC(=O)CSc1nc2cc3c(cc2c(=O)n1CCCC(=O)NCc1ccc(OC)cc1)OCO3,104.0,-0.4
CC(=O)Nc1c(C)nn(-c2ccccc2)c1N1CCC(C(=O)Nc2ccccc2F)CC1,108.0,0.1
O=C(Nc1ccccc1)C1CCCN1/C=C/C(=O)C(F)(F)F (stereo unspecified),103.0,1.3
Cc1noc(-c2ccc(-c3noc(-c4ccccc4)n3)cc2)n1,110.0,0.6
COc1ccc(-c2cc3cc(OC)c(OC)cc3c(Cc3ccccc3)n2)cc1,104.0,0.6
Cn1c(=O)cc(SCC(=O)N2CCC3(CC2)OCCO3)c2ccccc21,99.0,-0.5
O=C(O)C1C2C=CC(C2)C1C(=O)NCCO (stereo unspecified),105.0,0.9
Cc1cccc(-n2ncc(C(=O)N3CCOCC3)c2C2CCN(C(=O)OC(C)(C)C)CC2)c1,107.0,0.2
Cc1cc(Nc2ccc(O)cc2)c2ccccc2n1,94.0,-1.4
Cc1cc(F)ccc1Nc1nc2ccc(Cl)cc2n2cnnc12,106.0,-0.3
CC(C)N=c1cc2n(-c3ccc(Cl)cc3)c3ccccc3nc-2cc1Nc1ccc(Cl)cc1,102.0,0.2
CC(C)OC(=O)Nc1ccc(Cl)cc1,100.0,-1.9
CC(C)[C@@H]1CC[C@@H](C)C[C@H]1O,100.0,0.1
O=C(C(Cc1ccccc1)NS(=O)(=O)c1cccc2nsnc12)N1CCc2ccccc21 (stereo unspecified),101.0,0.1
COc1ccccc1CNC(=O)Nc1noc2c1COc1ccccc1-2,105.0,0.4
CC1SC(c2ccccc2)NC1=O (stereo unspecified),100.0,0.2
CCC(=O)Nc1cccc(-n2c(C)nc3ccccc3c2=O)c1,105.0,1.1
COc1ccc(C23CC4CC(CC(C4)C2)C3)cc1,102.0,-0.1
CCCCCC(=O)Nc1cc(-c2nc3cc(C)cc(C)c3o2)ccc1C,103.0,0.3
O=C(CSc1nccn1Cc1ccc(F)cc1)Nc1ccc2c(c1)OCCO2,101.0,-1.4
Cc1sc2ncnc(N3CCN(C)CC3)c2c1-c1ccccc1,104.0,0.3
# Further results.
SMILES,PV pol inh,PV pol inh FP z-score
Cc1nc(N)sc1-c1csc(Nc2cccc(Cl)c2)n1,112.0,0.8
CCOc1ccc(NC(=O)c2ccc(NCC(=O)N3CCCCCC3)cc2)cc1,102.0,0.2
CC1=NN(c2ccccc2)C(=O)C1C (stereo unspecified),105.0,0.1
CCOC(=O)c1noc2ncnc(NCc3ccccc3OC)c12,106.0,-0.2
O=c1cc(O)c2cccc3c4ccccc4n1c23,104.0,1
c1ccc(CCNc2nc(-c3cccnc3)cs2)cc1,104.0,0.1
Cc1ccc(C(=O)OC2CC(n3ccc(NC(=O)c4ccccc4)nc3=O)OC2CO)cc1 (stereo unspecified),103.0,0
Cn1c(SCC(=O)c2ccc(CNC(=O)C(C)(C)C)s2)nnc1C1CC1,103.0,0.4
CCc1ccccc1NC(=O)C1CCN(S(=O)(=O)c2ccc3[nH]c(=O)ccc3c2)CC1,111.0,1
Cc1c[n+](CC(=O)c2ccccc2)c(C)cn1,99.0,-0.4
Cc1ccc2onc(CC(=O)NCCC3=CCCCC3)c2c1,102.0,0.2
O=c1c2oc3ccccc3c2n(Cc2ccc(Cl)cc2)c(=O)n1Cc1ccc2c(c1)OCO2,104.0,-0.5
CCOC(=O)N1CCC(NC(=O)c2ccc3c(c2)N(CC)CCS3)CC1,101.0,0.5
CCOc1ccc(C(=O)Nc2ccc(C(=O)OCc3cc(=O)n4ccsc4n3)cc2)cc1,108.0,0.4
CC(NS(=O)(=O)c1cccc(Cl)c1)C(=O)N(C)C1CCN(C)CC1 (stereo unspecified),106.0,0.7
Cc1cc(C)c(C#N)c(SCC(O)CSc2ccc(Cl)cc2)n1 (stereo unspecified),101.0,0
CCN(c1ccccc1)c1nc2ccc(Cl)cc2n2cnnc12,100.0,-0.6
Cc1nnc(NC(C)(C)CCl)s1,104.0,0.4
Cc1cccc(NC(=O)CSc2nncn2C)c1,107.0,0.6
CCCc1c(C)nc2ccccc2c1SCC(=O)O,98.0,-0.4
C=Cc1ccc(COc2ccc3oc(-c4ccccc4)c(C(=O)OCC)c3c2)cc1,107.0,0.6
CCN(c1ccccc1)S(=O)(=O)c1cc(OC)ccc1OC,100.0,-0.2
CCCCC/C=C\C\C=C/C=C/C=C/[C@@H](SCC(NC(C)=O)C(=O)O)[C@@H](O)CCCC(=O)O (stereo partly specified),100.0&99.0,-0.2&-0.1
Cc1ccccc1OCC(=O)OCc1cc(=O)n2nc(C3CCCCC3)sc2n1,110.0,0.8
COc1cccc(CNC(=O)CCn2cccn2)c1,108.0,0.5
O=C(CC1N=C2c3ccccc3N=C(SCc3cccc(Cl)c3)N2C1=O)NC1CCCCC1 (stereo unspecified),111.0,1
CC(C)(CO)NC(=O)C(Cc1ccccc1)N1C(=O)c2ccccc2C1=O (stereo unspecified),102.0,0
O=C(CSc1nc2c([nH]c3ccccc32)c(=O)n1-c1ccc(F)cc1)Nc1ccc2c(c1)OCO2,103.0,-0.9
CCN(CC)S(=O)(=O)c1ccc(N(C)CCc2ccc(OC)c(OC)c2)nc1,102.0,0.1
CCc1ccc(NC(=O)CCn2nc(-c3ccccc3OC)c3c(C)cc(C)nc32)cc1,110.0,0.5

# Three structures from above, sorted by count of non-hydrogen atoms, high to low.
SMILES,PV pol inh,PV pol inh FP z-score
Cc1ccccc1OCC(=O)OCc1cc(=O)n2nc(C3CCCCC3)sc2n1,110.0,0.8
CC(C)(CO)NC(=O)C(Cc1ccccc1)N1C(=O)c2ccccc2C1=O (stereo unspecified),102.0,0
COc1cccc(CNC(=O)CCn2cccn2)c1,108.0,0.5

# New compounds follow
SMILES,PV pol inh,PV pol inh FP z-score
COc1ccc(-n2ncc3c(N(Cc4ccccc4)Cc4ccccc4)ncnc32)cc1,105.0,1.4
CC(C)Oc1ccc(CNC(=O)C2CCCN(S(=O)(=O)c3ccc4c(ccn4C)c3)C2)cc1 (stereo unspecified),109.0,0.6
COC(CNc1ncnc2sc(-c3ccccc3)cc12)OC,102.0,0.1
O=c1c2cc(Cl)ccc2ncn1Cc1cc(=O)n2ccsc2n1,100.0,-0.3
CC1CCC(N2CCN(c3ncccn3)CC2)C1 (stereo unspecified),98.0,-1.1
COc1cccc(C(=O)N2CCN(c3ccccc3)CC2)c1,101.0,0
COC(=O)c1ccccc1NC(=S)NC(C)=O,100.0,-0.2
O=C(c1csc(-c2cccs2)n1)N1CCCN(S(=O)(=O)c2ccc(F)cc2)CC1,103.0,0.1
CCCCc1ccc(NC(=S)NCCCN2CCOCC2)cc1,100.0,-0.1
Cc1ccccc1Nc1cc(C(=O)NC2CCC(C)CC2)c2ccccc2n1 (stereo unspecified),108.0,-0.2
O=C(NCc1ccc(F)cc1)N1CCSc2ncccc21,101.0,-0.3
O=C(OCC(=O)N1CCC(Cc2ccccc2)CC1)c1cccnc1Cl,102.0,0.1
CCCNC(=O)CSc1nnc(-c2ccccc2)n1CC,99.0,-0.4
COc1cccc(C(=O)Nc2cc(C)nn2-c2ccccc2)c1OC,101.0,-0.5
CNC(=O)c1ccc(OCC(C)C)cc1,101.0,-0.6

# In the list so far, 7 have a thiophene ring, fused or not.
SMILES,PV pol inh,PV pol inh FP z-score
CC(=O)Nc1sc2c(c1SC#N)CCCC2,103.0,0.4
COC(=O)c1sc2nc(C)[nH]c(=S)c2c1C,108.0,0.7
Cc1ccsc1CN(C(=O)COc1ccccc1Cl)C1CCS(=O)(=O)C1 (stereo unspecified),119.0,0.3
Cc1sc2ncnc(N3CCN(C)CC3)c2c1-c1ccccc1,104.0,0.3
Cn1c(SCC(=O)c2ccc(CNC(=O)C(C)(C)C)s2)nnc1C1CC1,103.0,0.4
COC(CNc1ncnc2sc(-c3ccccc3)cc12)OC,102.0,0.1
O=C(c1csc(-c2cccs2)n1)N1CCCN(S(=O)(=O)c2ccc(F)cc2)CC1,103.0,0.1

# (more compounds)
SMILES,PV pol inh,PV pol inh FP z-score
COc1ccc(NS(=O)(=O)c2nnc(NC(=O)c3ccccc3F)s2)cc1,112.0,0.9
O=C(Nc1ccc2c(c1)COC2=O)c1ccc(F)cc1,105.0,0.3
Cc1ccc2c(c1)-c1onc(C(=O)N(C)c3cccc(C(F)(F)F)c3)c1CO2,104.0,-0.4
COC(=O)c1cc(OC(=O)c2ccc(Cl)cc2)n(C(C)(C)C)n1,97.0,-0.4
Cc1ccc(C(C(=O)NC2CCCC2)N2CCC3(CC2)OCCO3)cc1 (stereo unspecified),102.0,0.4
CCC(=O)N1CCc2cc(Br)cc(S(=O)(=O)N3CCCC(C(=O)Nc4cc(C)ccc4OC)C3)c21 (stereo unspecified),103.0,-0.9
CCC(C)C(=O)Nc1ccc(OC)cc1 (stereo unspecified),100.0,0
O=C(O)c1ccc(CSc2nc(-c3ccccc3)cc(C(F)(F)F)n2)cc1,103.0,0.3
O=C1c2ccccc2C(=O)C1c1ccc(OC(F)F)cc1,96.0,-0.3
O=C(O)CCc1cn(CCC(=O)O)nc1-c1ccc(Cl)cc1,101.0,-0.1
COc1cc(C2NCCc3c2[nH]c2ccccc32)ccc1OC(C)C (stereo unspecified),106.0,0.2
O=C(O)CSCC(=O)c1ccccc1,102.0,0.4
O=C1CN(C(=O)COC(=O)/C=C/c2ccco2)c2ccccc2N1,100.0,-0.5
NCc1cn(-c2ccccc2)nc1-c1ccccc1,104.0,0.1
O=C(NC1CCCC1)[C@H](CSCc1ccccc1)N1Cc2ccccc2C1=O,103.0,0.5
O=C(CSc1ncccn1)N1N=C(c2cccs2)CC1c1ccco1 (stereo unspecified),107.0,0.4
CN1CCN(/C=N/c2nc3c(s2)CCCC3)CC1,101.0,0.1
CCc1ccc(NC(=O)N(Cc2cn(CC)c3ccccc23)C2CCCCC2)cc1,106.0,-0.3
COc1ccc(CNC(=O)c2ccc(NC(=O)N3CC4CCCN4c4ccccc43)cc2)cc1 (stereo unspecified),107.0,0

# Compound activity: PubChem, ICCB-Longwood Screening Facility, Harvard Medical School

# A portion of the library, so the mix of outcomes need not match the whole.
